Assay outcomes (PubChem BioAssay)
12-hLO inh = inhibitors of human 12-lipoxygenase (ALOX12); P18054; purified 12-hLO, xylenol orange hydroperoxide absorbance; Potency, µM (doses to about 57.1 µM), for inactives: at the highest dose activity change, negative = inhibition, hits mostly inhibitors; actives 0.12% (n = 150,000); note: potency is the fitted concentration of half-maximal effect; nearly all actives have a fitted effect of over 55% in size; many of its hits are not listed in these tables
Target sequence (P18054 whole entry, looked up): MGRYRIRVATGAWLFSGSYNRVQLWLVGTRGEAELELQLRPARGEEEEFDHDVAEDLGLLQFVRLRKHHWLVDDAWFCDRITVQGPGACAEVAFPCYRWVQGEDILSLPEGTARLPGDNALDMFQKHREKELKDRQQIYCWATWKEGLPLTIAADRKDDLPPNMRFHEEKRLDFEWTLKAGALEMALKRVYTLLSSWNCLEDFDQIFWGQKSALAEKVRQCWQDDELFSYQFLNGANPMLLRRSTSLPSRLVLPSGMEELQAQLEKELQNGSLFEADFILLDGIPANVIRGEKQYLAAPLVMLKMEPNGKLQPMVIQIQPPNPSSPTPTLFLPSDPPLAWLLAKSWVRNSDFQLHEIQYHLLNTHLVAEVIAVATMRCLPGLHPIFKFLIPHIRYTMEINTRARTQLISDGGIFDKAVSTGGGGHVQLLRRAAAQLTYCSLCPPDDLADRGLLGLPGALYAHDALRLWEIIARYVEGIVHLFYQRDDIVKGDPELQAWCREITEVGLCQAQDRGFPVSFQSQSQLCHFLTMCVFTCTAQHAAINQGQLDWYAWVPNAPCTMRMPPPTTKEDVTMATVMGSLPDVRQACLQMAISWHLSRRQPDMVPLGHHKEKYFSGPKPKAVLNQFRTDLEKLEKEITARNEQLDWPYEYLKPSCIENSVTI
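Xylenol orange chromogenic assay: hydroperoxide from 12hLO oxidises Fe(II), giving red-shifted Fe(III)-XO absorbance. Conditions: 150 nM enzyme, 40 uM arachidonic acid, 25 mM Hepes pH 7.0, 0.01% Triton X-100, 30 min, room temperature.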
15-hLO-2 inh = blocks human 15-lipoxygenase 2 activity; O15296; purified 15hLO-2, xylenol orange hydroperoxide absorbance; Potency, µM (series often up to 57.1 µM), for inactives: at the top dose activity change, negative = inhibition, usual class: inhibitors; actives 0.56% (n = 110,000); AID 881; note: potency is the fitted concentration of half-maximal effect; nearly all actives have a fitted effect of over 60% in size; many of its hits are not listed in these tables
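Purified human 15hLO-2 (50 nM final) preincubated with compounds 15 min at room temperature in 25 mM Hepes pH 7.5, 0.01% Triton X-100, then 45 uM arachidonic acid added for 90 min; hydroperoxide detected via ferrous/xylenol orange, 573/405 nm absorbance ratio.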
PNC assembly inh = blocks assembly of the perinucleolar compartment. PC3M PTB-GFP, PNC prevalence imaging, 16 h; stronger effect = lower value. activity change (PNC), negative = inhibition, % at 10 µM. actives 3.1% (n = 140,000). AID 2417;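 active = readout at or below -70, meaning at least 70% loss of cells showing the perinucleolar compartment, a nuclear body marking cancer cells; inconclusive = readout between -30 and a set limit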;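 note: plate controls were DMSO wells for no effect and camptothecin positive control wells for full effect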
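PC3M cells stably expressing PTB-GFP, 750–1000 cells/well, treated 16 h at 37 °C with compound (23 nl of library stock), in duplicate. After paraformaldehyde fixation and Hoechst stain, imaged at 20x; PNC prevalence scored by image analysis.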
IMPase inh = cell-permeable inhibitors of inositol monophosphatase (IMPase) | 120,000 tested, under 10 active | AID 901 | CHO-M1 cells, IP1 accumulation, HTRF TR-FRET ratio | P97697 | inhibition (IP1 accumulation), % at 46.1 µM; active = well fitted curve in the direction sought with a large enough effect in the signal ratio, not every such curve was filed as active; inconclusive = small, poorly fitted or top-dose-only effect, or a change in a side signal; inactive = no such curve, though single readings can be large or run the other way; the % refers to the signal ratio;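 note: cells stimulated with carbachol in lithium chloride buffer; plate controls were DMSO basal wells for no effect and reference inhibitor wells for full effect; higher means more IMPase inhibition seen as more IP1 and lower FRET ratio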
Target sequence (P97697 whole entry, looked up): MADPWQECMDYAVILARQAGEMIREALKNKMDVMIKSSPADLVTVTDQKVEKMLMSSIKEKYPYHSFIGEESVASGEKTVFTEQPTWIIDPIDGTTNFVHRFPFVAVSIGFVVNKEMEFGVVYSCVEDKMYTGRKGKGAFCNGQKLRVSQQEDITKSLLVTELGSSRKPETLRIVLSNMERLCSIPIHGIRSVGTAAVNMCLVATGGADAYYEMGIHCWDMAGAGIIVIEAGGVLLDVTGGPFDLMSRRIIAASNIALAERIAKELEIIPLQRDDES
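The IP-One HTRF competitive assay in carbachol-stimulated CHO-M1 cells quantifies cellular IP1. Compounds spanned up to 46 uM final, and activity is expressed as AC50 from concentration-response fits of the ratio and donor data.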
Active calls of the source: *; u = inconclusive; x = no result given; [ ] = another dose, or the depositor's remark. Unless noted, calls come from the whole dose curve; as a rule, active = well fitted curve in the direction sought with a large enough effect; inconclusive = small, poorly fitted or top-dose-only effect, or another doubt; inactive = no such curve, though single readings can be large; an effect the other way counts as inactive or inconclusive. Unless noted, % is set by controls: 0 for no effect and ±100 for the full control effect. A portion of the library, so the mix of outcomes need not match the whole.

Second line of a record – 12-hLO inh | 15-hLO-2 inh | PNC assembly inh | IMPase inh
CN(c1ccccc1C(=O)Nc1cccc([N+](=O)[O-])c1)S(C)(=O)=O
    0% | x | -4 | x
c1csc(CNc2ccc3c(c2)OCCO3)c1
    -4% | x | -28 | x
CCOP(C)(=O)C1(C(=O)OCc2ccccc2)CC1 (stereo not drawn)
    2% | 2% | -2 | 1
CN(C)C(CNC(=O)CCCc1c[nH]c2ccccc12)c1ccco1 (stereo not drawn)
    -10% | 3% | 10 | 3
CCOC(=O)CSc1nnc(CNC(=O)c2cccs2)n1-c1cc(OC)ccc1OC
    -2% | 1%[2.29 µM] | u | 4
CCOC(=O)Cn1nc(/C=C/c2ccc(C)cc2)ccc1=O
    -7% | 31%[activator][11.4 µM] | -20 | -13[1.84 µM]
COC(=O)c1c(NC(=O)CN(c2ccc(C)c(C)c2)S(C)(=O)=O)sc2c1CCCC2
    -7% | x | -25 | 3
CCOc1cc(C=O)ccc1OCCCN1C(=O)NC(C)(C)C1=O
    -2% | 2% | 3 | -3
O=[N+]([O-])c1cccc(C(=Nc2ccccc2Cl)NO)c1
    1% | -1% | 18 | -1
CCCNC(=S)Nc1ccc(CC(=O)OC)cc1
    2% | x | -7 | 4
Nc1nnc(SCc2cccc(C(F)(F)F)c2)s1
    0% | 1% | 22 | 8
O=C(C1CCN(S(=O)(=O)c2cccnc2)CC1)N1CCN(c2ccccc2Cl)CC1
    -6% | 0% | 33 | 17
CCN(CC)c1ccc(/C=N/NC(=O)Nc2nonc2N)cc1
    2% | x | u | x
COc1ccc(NS(=O)(=O)c2ccc(N/N=C/c3ccc(N4CCOCC4)cc3)c([N+](=O)[O-])c2)cc1
    2% | x | 23 | x
COc1ccc(C2C(C(=O)N3CCN(C)CC3)c3ccccc3C(=O)N2C2CCCCC2)cc1 (stereo not drawn)
    5% | 25% | u | 0
COc1cc(C(=O)OCCCN2CCCN(CCCOC(=O)c3cc(OC)c(OC)c(OC)c3)CC2)cc(OC)c1OC
    -2% | 49%[activator] | x | 17
C/C(=N\NC(=S)NC(C)C)c1ccc2c(c1)OCCO2
    -19% | x | u | x
CCOc1ccc(-n2c(C)nc3cc(C(=O)NCCN4CCOCC4)ccc32)cc1
    8% | x | u | -7
Nc1ncnc2c1nc(Cl)n2C1OC(CO)C(O)C1O (stereo not drawn)
    -3% | -2% | x | x
COC(=O)c1sc(NC(=O)CCCn2nc([N+](=O)[O-])cc2C)c(C(=O)OC)c1C
    -1% | x | 11 | x

Brought forward from above: 2 entries, followed by the next part.
Second line of a record – 12-hLO inh | 15-hLO-2 inh | PNC assembly inh | IMPase inh
Nc1ncnc2c1nc(Cl)n2C1OC(CO)C(O)C1O (stereo not drawn)
    -3% | -2% | x | x
COC(=O)c1sc(NC(=O)CCCn2nc([N+](=O)[O-])cc2C)c(C(=O)OC)c1C
    -1% | x | 11 | x
CCOC(=O)N1CCC(NC(=O)c2cnn3c2NC(c2ccco2)CC3C(F)(F)F)CC1 (stereo not drawn)
    -2% | -11% | 10 | 6
COc1ccc(-c2nnc(SCCC(=O)O)n2-c2ccccc2)cc1OC
    8% | 1% | u | 4
O=C(COc1ccccc1Cl)NCCc1ccc2c(c1)OCCO2
    0% | x | u | u
O=S(=O)(Cc1ccccc1)N1CCN(Cc2ccccc2)CC1
    -1% | 6% | 4 | 0
Cn1c(SCCOc2ccccc2Cl)nnc1-c1cccs1
    0% | x | 4 | 2
CCOC(=O)N1CCN(CCC(=O)Nc2ccccc2OC)CC1
    3% | x | 15 | 9
CCOC(=O)c1ccc2c(c1)C1C=CCC1C(C(=O)O)N2 (stereo not drawn)
    -29% | 16% | -19 | 6
CCC(=NCCN1CCNCC1)C1=C(O)CC(C)(C)CC1=O
    -6% | -3% | -21 | 18
c1ccc(C(Cc2nc(-c3cccnc3)no2)c2ccccc2)cc1
    -7% | 29% | -29 | 14
COc1ccc(/C(N)=N/OC(=O)c2ccc3c(c2)OCO3)cc1
    -3% | x | 2 | x
Cc1ccc(NC(=S)NCC(C)C)cc1
    -5% | x | -24 | x
Cc1cccc(CNc2nc(-c3c(C)noc3C)nc3ccccc23)c1
    4% | -2% | x | x
Cc1noc(C)c1C(=O)N1CCC2(CCCN(c3ncccn3)C2)CC1
    -2% | -1% | x | x
NCCNC(=S)S
    -4%[11.4 µM] | 2%[11.4 µM] | x | x
CCOc1cc(N2CCOCC2)c(OCC)cc1NC(=O)Cc1cn2ccsc2n1
    -8% | -8% | -3 | 0
Cc1cccc(C)c1N1CCN(S(=O)(=O)c2ccc(F)cc2)CC1
    -11% | -11% | u | -9
N#Cc1c(N)nc2c3c(sc(=N)c2c1N)NC(=O)CC3c1ccccc1Cl (stereo not drawn)
    -2% | 2% | -20 | -2
CCc1cccc(C)c1NC(=O)Cn1c(NCCO)nc2ccccc21
    -3% | x | 13 | 7
Cc1cc(Cl)ccc1Oc1nc(-c2ccccc2)ncc1S(C)(=O)=O
    -2% | -1% | -17 | u
Cc1ccc(CNC(=O)C2(NC(=O)Nc3ccc(C)cc3)CCCCC2)cc1
    -8% | -1% | 44 | 9

(list continues)
Second line of a record – 12-hLO inh | 15-hLO-2 inh | PNC assembly inh | IMPase inh
Cn1c(=O)oc2cc(S(=O)(=O)N3CCC(C(=O)N4CCN(c5ccccc5)CC4)CC3)ccc21
    5% | x | 39 | 6
CCCCCCCCCCCCCC(=O)O[C@H](CC(=O)O)C[N+](C)(C)C
    0% | 25% | x | 8
COCc1cc(=O)n2[nH]c(C)cc2n1
    -8% | -10% | -18 | u
Cc1ccc(Cn2cc(C(=O)c3ccc(F)cc3)c(=O)c3cc4c(cc32)OCCO4)cc1
    -1% | x | u | x
CCSc1ccccc1C(=O)Nc1cccc(OC)c1
    -12% | -14% | 32 | 2
NC(=O)C1CCN(C(=O)c2ccc(Oc3ccccc3)cc2)CC1
    0% | 1% | 20 | -4
Cc1ccc([N+](=O)[O-])cc1NC(=O)C1CCN(S(C)(=O)=O)CC1
    -6% | x | 5 | x
Cc1[nH]n(-c2ccccc2)c(=O)c1C(c1ccc(C(=O)O)cc1)c1c(C)[nH]n(-c2ccccc2)c1=O
    1% | x | -9 | x
Cc1cc(/C=C2/C(=O)N(C)C(=S)N2C)c(C)n1C1CC1
    -2% | x | 62 | x
Cc1cccc(Nc2nnc(C)c(=O)n2N)c1
    -4% | 4% | -2 | -1
CC/C(=N\NC(=O)Nc1ccccc1)c1ccccc1
    -2% | x | 13 | -25
OCC(O)CSc1nc(-c2ccccc2)nc2c1CCC2 (stereo not drawn)
    1% | x | 41 | -5
O=S(=O)(Nc1nccs1)c1ccc(NS(=O)(=O)c2cccs2)cc1
    2% | 0% | u | 3
Cc1nn(CC(=O)NCCN2CCOCC2)c(=O)c2ccccc12
    1% | 8% | -12 | 7
O=C(CSc1nnc(-c2ccccn2)n1Cc1ccccc1)NC1CCCC1
    -1% | 1% | u | 1
CCN(CC)C(=O)CSc1nnc(CCNC(=O)OC(C)(C)C)o1
    -5% | 10% | u | -5
COc1cc2c(cc1OC)C(c1ccc(N)cc1)=NNC(=O)C2
    -3% | 11% | x | 1
C=CCn1c(SCC(=O)NCC(=O)OCC)nnc1-c1cccc(OC)c1
    -2% | -3% | u | -1
CC(=O)c1cc(C)ccc1OC(=O)CCN1C(=O)C2C3c4ccccc4C(c4ccccc43)C2C1=O (stereo not drawn)
    0% | -5% | -4 | 3
O=C(Nc1cccc2ccccc12)c1cn(-c2ccccc2)nc1-c1cccs1
    0% | -3% | 73 | 7

Brought forward from above: 4 compounds, then new ones.
Second line of a record – 12-hLO inh | 15-hLO-2 inh | PNC assembly inh | IMPase inh
COc1cc2c(cc1OC)C(c1ccc(N)cc1)=NNC(=O)C2
    -3% | 11% | x | 1
C=CCn1c(SCC(=O)NCC(=O)OCC)nnc1-c1cccc(OC)c1
    -2% | -3% | u | -1
CC(=O)c1cc(C)ccc1OC(=O)CCN1C(=O)C2C3c4ccccc4C(c4ccccc43)C2C1=O (stereo not drawn)
    0% | -5% | -4 | 3
O=C(Nc1cccc2ccccc12)c1cn(-c2ccccc2)nc1-c1cccs1
    0% | -3% | 73 | 7
O=C1CN(C(=O)c2cnccn2)c2ccccc2N1
    -7% | 5% | u | -9
Cc1noc(C(=O)NCc2cccnc2)c1Cl
    9% | x | -3 | -22
c1ccc2c(c1)ncn2CCCCOc1ccc2c(c1)CCC2
    -14% | 42%[activator] | 50 | 9
CCOC(=O)CC(C#N)c1c[nH]c2ccccc12 (stereo not drawn)
    -5% | -7% | -6 | 11
O=c1cc[nH]c2cc(C(F)(F)F)ccc12
    7% | -8% | 107 | 2
O=C(NCCc1ccccc1)C1c2ccccc2C(=O)N1C1CC1 (stereo not drawn)
    -1% | 10% | -26 | 3
Cc1ncc(CO)c(/C=N/N=C/c2ccccc2O)c1O
    2% | x | u | -6
CN(C)c1ccc(C=C(c2nnnn2-c2ccccc2)c2nnnn2-c2ccccc2)cc1
    0% | x | 53 | -9
COC(=O)/C=c1\sc2n(c1=O)C(C)=CC(C)(C)N=2
    -5% | -3% | u | -10
COC(=O)c1ccc(Cl)c(NC(=O)Cc2ccccc2[N+](=O)[O-])c1
    0% | x | 21 | -11
O=C(CN1CCCCC1)N1CCN(C(=O)CN2CCCCC2)CC1
    -5% | -12% | 1 | -8
COc1cccc(CN2CCN(C(=O)c3cccs3)CC2)c1OC
    -2% | 8% | 32 | 12
CCOC(=O)C1=C(C)OC(N)=C(C(=O)OCC)C1c1ccncc1 (stereo not drawn)
    -4% | -2% | u | 7
CCc1nc2nc(C)cc(Nc3cccc(C(F)(F)F)c3)n2n1
    -1% | 13% | u | 17
CCCn1cnc2cc(NCc3cccc(OC)c3O)ccc21
    -10% | 25% | 9 | u
CN(C)S(=O)(=O)Nc1ccc(NS(=O)(=O)N(C)C)c(S(=O)(=O)c2ccccc2)c1
    -3% | -7% | 11 | -7
COc1ccc(-c2cc(C(F)(F)F)n3nc(C(=O)NCc4ccco4)cc3n2)cc1OC
    -14% | -12% | 52 | 0
Oc1c(Cl)cc(Cl)cc1C=Nc1ccc2c(c1)OCCO2
    -8% | 12% | u | -5
COC(=O)c1ccc(/C=C(\C#N)C(=O)NC(C)c2ccccc2)cc1 (stereo not drawn)
    -5% | x | -100* | 7
CC12CCC(C(=O)NCc3ccco3)(OC1=O)C2(C)C (stereo not drawn)
    6% | 2% | u | -3

Next structures:
Second line of a record – 12-hLO inh | 15-hLO-2 inh | PNC assembly inh | IMPase inh
COc1cc(/C=C2/C(=N)N3C=CSC3=NC2=O)ccc1OCCCOc1c(C)cccc1C
    -16% | -7% | 27 | 12
O=C1C(=O)N(Cc2cccnc2)C(c2ccccn2)/C1=C(/O)c1ccccc1 (stereo not drawn)
    -2% | -2% | -10 | 7
COc1ccc(C(=O)On2c(-c3ccc(Br)cc3)nc3ccccc3c2=O)cc1
    -6% | x | -6 | x
CCCCC(=O)Nc1ccc(NC(=O)C2CC2)cn1
    -8% | 1% | -11 | 2
CCc1c(C)c2ccc(OCC(=O)OC(C)C)c(C)c2oc1=O
    2% | -6% | 25 | 25
O=S(=O)(c1cc(C(F)(F)F)ccc1Cl)N1CCCCCC1
    -11% | 1% | -11 | 4
CC(C)c1c(O)nc(SCC(=O)Nc2ccc3c(c2)CCC3)[nH]c1=O
    -14% | -1% | 31 | 4
N#CC1=C(N)N(c2ccccc2)C(c2cccc([N+](=O)[O-])c2)C1(C#N)C#N (stereo not drawn)
    -10% | u | 14 | u
